High-throughput results deposited in PubChem by several laboratories.
V-ATPase pH – regulators of yeast V-ATPase proton pumping, primary screen, pHLuorin cytosolic pH fluorescence; S. cerevisiae; response, % at 10 µM; 350,000 tested, 0.37% active; AID 504577, 2011; in the data active means response mostly above about 7.3%, no sharp cut-off; inactive means mostly below about 5.4%; further: actives read high; inactives centre near 0; some compounds called inactive have numbers as strong as hits; reference of the scale not given here
OPRM1-OPRD1 ag – agonists of OPRM1-OPRD1 heterodimerization, primary screen, cell-based, luminescence | Mu-type opioid receptor (Homo sapiens) + Delta-type opioid receptor (Homo sapiens), … | cells | activation, % at 9.3 µM | 340,000 tested, 0.3% active | AID 504326, 2011; in the data active means activation above about 18%;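 further: 0% = vehicle-treated cells and 100% = reference agonist; values of inactives mirror those of a sister screen read the other way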
HTR5A ag ctr – HTR5A agonists in luminescence cell assay, primary screen, counter-screen for OPRM1-OPRD1 heterodimer agonist project, full-deck HTS | 5-hydroxytryptamine receptor 5A (Homo sapiens), P47898 | cell-based | activation, % at 9.3 µM | 340,000 tested, 0.61% active; in the data active means activation mostly above about 9.5%, no sharp cut-off; inactive means mostly below about 7.6%;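 further: 0% = cells with vehicle only and 100% = reference agonist; strong numbers were not always called active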
Target sequence (P47898 whole entry, looked up): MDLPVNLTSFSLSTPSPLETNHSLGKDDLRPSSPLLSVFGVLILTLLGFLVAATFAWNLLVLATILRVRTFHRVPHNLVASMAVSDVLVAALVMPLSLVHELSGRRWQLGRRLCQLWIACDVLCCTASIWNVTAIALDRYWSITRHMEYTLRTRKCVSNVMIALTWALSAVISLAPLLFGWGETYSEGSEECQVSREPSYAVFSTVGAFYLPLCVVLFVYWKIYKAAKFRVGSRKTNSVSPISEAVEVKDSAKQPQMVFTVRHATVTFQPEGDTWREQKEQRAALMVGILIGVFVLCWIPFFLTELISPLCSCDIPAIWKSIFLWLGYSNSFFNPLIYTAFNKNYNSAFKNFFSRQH
HTR5A inv ctr – HTR5A inverse agonists in luminescence cell assay, primary screen, counter-screen for OPRM1-OPRD1 heterodimer inverse agonist project, full-deck HTS. 5-hydroxytryptamine receptor 5A (Homo sapiens), P47898. HTR5A cell line, inverse agonism. inhibition, % at 9.3 µM. 340,000 tested, 0.083% active. AID 504634, 2011; in the data active means inhibition mostly above about 23%, no sharp cut-off; inactive means mostly below about 18%;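 further: 0% = cells with DMSO and 100% = no-cell wells with DMSO; some compounds called inactive have numbers as strong as hits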
DAGLB inh – DAGLB lipase inhibitors, primary screen, biochemical, fluorescence, HTS. Diacylglycerol lipase-beta (Homo sapiens), Q8NCG7. HEK293T DAGLB membrane lysate, EnzChek fluorogenic substrate. inhibition, % at 5.17 µM. 340,000 tested, 0.059% active; in the data active means inhibition above about 34%;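 further: 0% = enzyme with vehicle and 100% = wells lacking enzyme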
Target sequence (Q8NCG7 whole entry, looked up): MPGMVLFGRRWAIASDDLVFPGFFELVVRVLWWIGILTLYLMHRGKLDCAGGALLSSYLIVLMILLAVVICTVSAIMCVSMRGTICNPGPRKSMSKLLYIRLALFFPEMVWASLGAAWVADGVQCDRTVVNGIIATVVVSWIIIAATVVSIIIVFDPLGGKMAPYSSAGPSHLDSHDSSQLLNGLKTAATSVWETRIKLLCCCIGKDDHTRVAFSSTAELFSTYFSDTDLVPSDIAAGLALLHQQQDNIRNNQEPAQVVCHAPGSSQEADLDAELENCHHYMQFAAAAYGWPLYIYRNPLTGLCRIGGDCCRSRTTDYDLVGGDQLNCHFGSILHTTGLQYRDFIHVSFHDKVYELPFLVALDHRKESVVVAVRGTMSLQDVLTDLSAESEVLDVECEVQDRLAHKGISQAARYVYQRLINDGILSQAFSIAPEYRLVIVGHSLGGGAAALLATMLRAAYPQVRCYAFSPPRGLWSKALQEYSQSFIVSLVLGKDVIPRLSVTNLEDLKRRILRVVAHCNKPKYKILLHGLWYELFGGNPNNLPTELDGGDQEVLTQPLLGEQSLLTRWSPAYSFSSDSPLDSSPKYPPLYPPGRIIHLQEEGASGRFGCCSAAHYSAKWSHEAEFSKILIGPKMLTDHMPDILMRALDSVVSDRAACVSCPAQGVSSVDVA
OPRM1-OPRD1 inv – inverse agonists of MOR-DOR heterodimerization, primary screen, cell-based, luminescence; Mu-type opioid receptor (Homo sapiens) + Delta-type opioid receptor (Homo sapiens), …; cell-based MOR-DOR heterodimer luminescence, inverse agonism; inhibition, % at 9.3 µM; 340,000 tested, 0.21% active; AID 504357, 2011; in the data active means inhibition above about 22%, passing the limit was not always enough;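 further: 0% = cells with DMSO and 100% = wells without cells with DMSO; values of inactives mirror those of a sister screen read the other way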
Arr AP2 block – inhibitors of beta-arrestin/AP2 binding, primary screen, biochemical, GPCR trafficking, flow cytometry | 340,000 tested, 0.31% active | inhibition, % at 10 µM | beta-arrestin 1 C-terminal peptide binding to AP2 beta2-adaptin appendage (human) | FITC-arrestin peptide / GST-AP2 beads; AP2 beta2 appendage carries R879A mutation;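 active means inhibition above a set limit, near 3 SD of compounds lacking own fluorescence, cut at about 54% in these data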;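 further: plate controls were DMSO wells for no effect and 5 µM unlabelled arrestin peptide for full effect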
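System: GST-AP2 R879A glutathione beads. Medium: PBS with 0.05% Tween 20 and 0.1% BSA. Also added: FITC-arrestin peptide, 50 nM. Incubation: 12 min plus 1 h, RT. Measured by: high-throughput flow cytometry of beads, ex 488, em 535 nm. Evaluation: percent drop in bead-associated FITC signal.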
Pemphigus Ab inh – inhibitors of pemphigus antibody binding to DSG3, primary screen, biochemical, bead-based, flow cytometry, scFv-GFP. Desmoglein-3 (Homo sapiens), P32926. DSG3-coupled beads, scFv-anti-DSG3-GFP binding; stronger effect = lower value. binding (percent of control), % at 10 µM. 310,000 tested, 0.48% active;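 active means binding more than 3 SD below its plate's average and above zero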;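 further: hits lower antibody fragment binding to DSG3; some compounds called inactive have numbers as strong as hits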
PKA-R1A act – activators of PKA-R1A holoenzyme, primary screen, biochemical, fluorescence polarization, Cy5-IP20, bovine R1A, mouse PKAc; cAMP-dependent protein kinase type I-alpha regulatory subunit (Bos taurus) + …; PKA-R1A dissociation; scaled: DMSO 0%, 113 µM cGMP 100%; activation, % at 11.4 µM; 340,000 tested, 0.083% active; AID 504707, 2011;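 active means percent activation above the mean of all tested compounds plus 3 SD, cut at about 19% in these data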;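 further: higher means more PKAc released from R1A so a rise in polarization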
PKA-R2B act – activators of PKA-R2B holoenzyme, primary screen, biochemical, fluorescence polarization, Cy5-IP20, human; cAMP-dependent protein kinase catalytic subunit beta (Homo sapiens) + cAMP-dependent …; PKA-R2B holoenzyme dissociation; R2B truncated from residue 108, S112A mutant; 0% DMSO only, 100% 113 µM cGMP; activation, % at 11.4 µM; 340,000 tested, 0.079% active;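 active means activation above a cutoff set at the mean over all compounds plus 3 SD, cut at about 18% in these data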;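 further: higher means more holoenzyme dissociation and a rise in polarization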
The depositor's hits bear a star; . = no result given.

SMILES | V-ATPase pH | OPRM1-OPRD1 ag | HTR5A ag ctr | HTR5A inv ctr | DAGLB inh | OPRM1-OPRD1 inv | Arr AP2 block | Pemphigus Ab inh | PKA-R1A act | PKA-R2B act
Cc1ccc(-c2n[nH]c(=O)c3ccccc23)cc1N | -1 | -1.2 | -7 | 21 | 1 | 6 | -6 | . | -9 | -8
COc1cccc2c1C(=O)c1c(O)c3c(c(O)c1C2=O)CC(O)(C(=O)CO)CC3OC1CC(N(C)C)C(O)C(C)O1 (configuration not stated) | -1 | 2.0 | 4 | -16 | -15 | -9 | 20 | 86 | -2 | -20
CC(C)N1C(=O)N(c2ccccc2)C(C)(O)CC1(C)C (configuration not stated) | 0 | -3.4 | -4 | 31 | 3 | 17 | 8 | . | -12 | -3
COc1cc(CNC(=O)CCCC(=O)c2ccccc2)cc(OC)c1OC | 4 | -2.5 | -2 | 7 | -1 | 12 | -4 | 104 | 9 | -7
CCOc1ccc(Br)cc1S(=O)(=O)NC1CC(C)(C)NC(C)(C)C1 | 6 | -2.6 | 0 | -1 | 1 | 12 | 0 | 105 | 3 | 4
Cc1ccc(C)c(S(=O)(=O)Nc2cc3c4c(c2)CCN4C(=O)CC3)c1 | -4 | 0.7 | 3 | -13 | 1 | -4 | -8 | 114 | -16 | -13
Cc1nc(CC(=O)c2ccc(O)cc2O)cs1 | 0 | -0.7 | -5 | 11 | 2 | 3 | 0 | 109 | -8 | 2
Cc1ccc(NC(=O)Cn2nnc(C(=O)NCc3cccs3)c2N)c(C)c1 | 1 | 1.3 | 0 | -31 | 0 | -7 | 49 | 100 | -4 | -8
O=C(COc1cccnc1[N+](=O)[O-])Nc1ccc2c(c1)OCO2 | 0 | -0.2 | 2 | 0 | 0 | 1 | 7 | 103 | 6 | 3
COc1cccc(-c2nc3n(n2)C(c2cccs2)C(C(=O)Nc2cccnc2)=C(C)N3)c1 (configuration not stated) | -5 | -2.1 | 0 | -1 | -2 | 10 | 2 | 110 | -1 | 2
O=C(NCCNCCO)C1(C(F)(F)F)C/C(=C\CCO)CCCO1 (configuration not stated) | -2 | -1.1 | 8 | -21 | -1 | 7 | 37 | 98 | -14 | -13
CCN(C(=O)CSc1ccc2ccccc2n1)C1CCS(=O)(=O)C1 (configuration not stated) | 1 | 0.5 | -2 | 33 | 0 | -2 | 0 | 105 | -3 | 4
CCCc1cc(C(=O)NCc2cccnc2)no1 | -3 | -1.1 | -1 | 8 | -1 | 7 | -3 | 101 | -6 | -7
COc1cc(/C=C2\SC(=O)N(c3cccc(Cl)c3)C2=O)cc([N+](=O)[O-])c1O | 1 | -5.3 | 1 | -1 | 16 | 27 | -6 | 105 | -7 | -6
c1ccc(CNC2=NCCCC2)cc1 | -1 | -0.4 | 1 | 26 | -5 | 2 | 0 | 107 | 3 | -7
Cc1cc(C(=O)N/N=C/c2ccc3c(c2)OCO3)c(C)n1-c1ccc(F)cc1 | 0 | 1.7 | -3 | 8 | 1 | -8 | 7 | 92 | 3 | -4
CC(C)C[C@H](NC(=O)NCCC1=CCCCC1)C(=O)O | 1 | -2.7 | 3 | -9 | -1 | 15 | 9 | 100 | 9 | 3
COC(=O)c1ccc(Cl)c(NS(=O)(=O)c2ccc3c(c2)OCCO3)c1 | -2 | -1.4 | 5 | 10 | -1 | 9 | 15 | 99 | 7 | 2
O=C(OCC(=O)N1CCN(C(=O)c2ccco2)CC1)c1ccccc1O | -6 | -1.0 | 0 | 12 | 0 | 5 | 1 | 77 | -5 | -3
Cc1nc2ncccn2c1-c1csc(Nc2ccc(O)cc2)n1 | 4 | 0.5 | 3 | -16 | 0 | -3 | 14 | 112 | -7 | -10
CC(=O)N1CCOc2ccc(S(=O)(=O)N3C(C)CCCC3C)cc21 (configuration not stated) | 3 | -2.6 | -2 | 15 | 0 | 13 | -8 | . | -7 | -15
Cn1c2ccccc2c(=O)c2cc(C#Cc3ccccn3)ccc21 | 4 | -1.9 | -2 | -29 | 0 | 11 | 1 | 99 | 7 | -4
CCN(CC)CCCNC(=O)CCc1ccccc1 | 0 | -0.9 | 4 | -9 | 0 | 4 | -2 | . | 2 | -4
COc1cc(/C(C)=N/NC(=O)CSc2nnc(C)s2)ccc1O | 6 | -2.2 | 2 | -16 | 2 | 11 | -14 | 91 | -10 | -5
COc1ccc(NC(=O)CSc2nnc(Cc3cccn3C)n2-c2ccc(OC)cc2)cc1 | 1 | -3.6 | -5 | 13 | -7 | 18 | -1 | 107 | 5 | -2
CN(C)c1nc(Oc2ccc(=O)n(C)n2)nc(N2CCOCC2)n1 | 1 | -0.8 | 4 | 4 | 3 | 4 | 12 | 105 | -3 | -5
CCN(CC)S(=O)(=O)c1ccc(Cl)c(C(=O)NCCN2CCOCC2)c1 | -1 | -2.8 | -1 | 5 | -1 | 13 | -15 | . | 9 | -4
Cn1cccc1Cc1nnc(SCC(=O)NCc2ccco2)n1CCc1ccccc1 | -1 | -0.7 | 0 | 3 | 3 | 4 | 2 | 95 | -3 | 3
NC(=O)C1CCN(C(=O)COc2ccc3ccc(=O)oc3c2)CC1 | 2 | -1.1 | -1 | -9 | 1 | 5 | 26 | 99 | -8 | -9
Cc1cc(C)nc(-n2nc(C)c(C3(O)C(=O)Nc4ccccc43)c2N)n1 (configuration not stated) | 1 | -3.8 | -4 | 11 | 3 | 23* | 4 | 82 | 3 | -10
Cc1ccc2oc(-c3ccc(NC(=O)c4cccnc4)cc3)nc2c1 | 1 | -0.5 | -9 | 21 | 0 | 3 | -5 | 109 | -4 | -1
COc1ccc(OC)c(Nc2nc3ccccc3n3cnnc23)c1 | -114 | 3.6 | 2 | -46 | 0 | -19 | 6 | 93 | -8 | -12
CCOc1ccc(N2CC(C(=O)Nc3cc(S(=O)(=O)N4CCCCC4)ccc3C)CC2=O)cc1 (configuration not stated) | 2 | -1.3 | 11 | -28 | -3 | 6 | 4 | 112 | -6 | -10
CCN(CC)C(=O)CSc1nnc2nnc3cc(Cl)ccc3n12 | 0 | 5.5 | 0 | -31 | 0 | -28 | -9 | 109 | -3 | 3
O=C(CSCCO)N1CCc2ccccc21 | -1 | -1.1 | -6 | 0 | 0 | 6 | -6 | 101 | 5 | 6
CC(CNC(=O)C(C)C)NC(=O)C(C)C (configuration not stated) | -11 | -1.8 | 3 | -12 | -2 | 10 | 12 | 108 | -9 | 12
Cn1cnnc1Sc1ccc(C(=O)NCCC23CC4CC(CC(C4)C2)C3)cc1[N+](=O)[O-] | -2 | 4.0 | -1 | -20 | 5 | -21 | 14 | . | -2 | 7
CC1=C(C(=O)Nc2ccc(C)cc2C)C(c2cccs2)NC(=S)N1 (configuration not stated) | -3 | -1.8 | 5 | 36 | 0 | 9 | 13 | 100 | 0 | -8
O=C(CC(C(=O)N1CCc2ccccc21)n1ccnc1)NCc1cccnc1 (configuration not stated) | 0 | -0.2 | 1 | -36 | 0 | 1 | 1 | 97 | 1 | 1
Cc1ccc(NS(=O)(=O)c2ccc(NC(=O)C3CCCO3)cc2)cc1 (configuration not stated) | 2 | -0.8 | 2 | 17 | 0 | 4 | -7 | 99 | 3 | -1
COc1ccc(OC)c(NC(=O)C2C3CCC(C3=C(C)C)C2C(=O)O)c1 (configuration not stated) | 2 | 1.0 | -1 | -9 | 3 | -6 | 1 | 103 | -7 | -4
COc1ccc(C(=O)Nc2ccccc2N2CCOCC2)cc1S(=O)(=O)N1CCOCC1 | -2 | -1.9 | 1 | 2 | 2 | 7 | -10 | 107 | -1 | 1
Cc1cc(/C=C(/C#N)c2cccc(F)c2)c(C)n1-c1cccnc1 | 2 | 1.6 | -5 | 12 | -3 | -9 | -13 | 107 | 3 | -13
CCOc1ccc(CCNC(=O)C2CC(=O)N(Cc3ccc(OC)cc3)C2)cc1OCC (configuration not stated) | 2 | -0.5 | -1 | 6 | 1 | 3 | 28 | 98 | -10 | 6
Cc1cc(C(F)F)nn1CC(=O)NCc1ccccc1F | 4 | 1.9 | 4 | -7 | -4 | -11 | -2 | . | -1 | 2
O=c1[nH]c2ccccc2[n+]([O-])c1-c1ccccc1 | -2 | -3.2 | 0 | -31 | -2 | 16 | -13 | 105 | -8 | -3
N=C1/C(=C\c2ccc(SCc3ccco3)o2)C(=O)N=C2SC=NN12 | 2 | -0.5 | 5 | 9 | 7 | 3 | 2 | 101 | 10 | 7
O=C1C=C(c2ccc(OC(F)(F)F)cc2)C[C@@H](c2ccc(F)cc2)C1 | 3 | -0.1 | 2 | 11 | -22 | 0 | 2 | 105 | -4 | 1
FC(F)(F)c1nnc(-c2ccccc2)nc1Oc1ccc(Cl)cc1Cl | 0 | -3.0 | 3 | -5 | -2 | 12 | -3 | 107 | -6 | 1
CC(C)Nc1nc(NC(C)C)nc(NS(=O)(=O)c2ccc(N)cc2)n1 | -1 | -2.9 | 9 | -26 | 1 | 13 | -2 | 96 | -15 | -7
O=C(c1ccc(-n2cncn2)c([N+](=O)[O-])c1)N1CCN(S(=O)(=O)c2ccccc2Br)CC1 | 4 | 0.0 | 13 | 17 | 2 | 0 | -1 | 100 | -2 | -7
CCn1c(C)cc(O)cc1=O | 0 | -1.6 | -1 | -10 | -7 | 8 | 40 | . | 4 | 11
CC(=O)CC(=O)Nc1ccccc1NC(C)=O | -12 | -0.8 | 2 | -16 | 3 | 5 | 20 | 96 | 5 | -3
C[C@@H]1COC(=O)[C@H](Cc2ccc(F)cc2)C/C=C\C[C@@H](CC(=O)N[C@H](CO)Cc2ccccc2)C(=O)N1 | -1 | -2.4 | -4 | 11 | -1 | 13 | -6 | 103 | 4 | -9

Look-ups from the results shown:
In PKA-R2B act, COc1ccc(C(=O)Nc2ccccc2N2CCOCC2)cc1S(=O)(=O)N1CCOCC1 is listed with 1
In PKA-R2B act, O=c1[nH]c2ccccc2[n+]([O-])c1-c1ccccc1 is listed with -3

This is a random part of the collection; about 2.4% have a hit in one of these screens.
